PostGolgi ctrl – inhibits growth of the yeast control strain; efflux-deficient yeast background strain, growth absorbance A615, 16 h; AID 738; inhibition, % at 10 µM; 5% of 98,000 active
CYP2C19 inhib – blocks human cytochrome P450 2C19. inhibition, % at 5 µM. P33261. 21% of 96,000 active. CYP2C19 Supersomes, luciferin-H EGE luminescence, 30 min;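 active = CYP2C19 inhibition above a set limit at 5 µM in the primary screen, cut at about 50% in these data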;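 note: plate controls were negative control wells for no effect and 2.5 mM tranylcypromine positive control for full effect; values of inactives mirror those of a sister screen read the other way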
Target sequence (P33261 whole entry, looked up): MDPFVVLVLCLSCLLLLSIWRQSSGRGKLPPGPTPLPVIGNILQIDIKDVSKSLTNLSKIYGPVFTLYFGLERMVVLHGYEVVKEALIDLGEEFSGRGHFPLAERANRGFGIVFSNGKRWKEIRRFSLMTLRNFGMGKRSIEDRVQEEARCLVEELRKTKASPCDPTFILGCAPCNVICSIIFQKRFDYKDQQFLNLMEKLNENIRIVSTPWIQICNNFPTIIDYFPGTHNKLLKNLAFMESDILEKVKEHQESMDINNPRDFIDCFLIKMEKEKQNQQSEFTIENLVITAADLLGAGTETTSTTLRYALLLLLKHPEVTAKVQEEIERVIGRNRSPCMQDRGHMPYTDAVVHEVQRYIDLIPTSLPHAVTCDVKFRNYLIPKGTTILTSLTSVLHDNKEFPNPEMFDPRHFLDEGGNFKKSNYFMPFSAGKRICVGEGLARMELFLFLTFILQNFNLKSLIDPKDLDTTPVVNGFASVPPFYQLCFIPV
hDAT+cocaine – changed human dopamine transporter uptake under cocaine IC80; Q01959; LLC-PK1 hDAT cells, [14C]-dopamine uptake with cocaine IC80; actives deviate in either direction; B-score at 10 µM; 1.3% of 110,000 active; AID 449768;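 active = Z score or B-score, a plate-position-corrected score, falls beyond the plate's 99.7% confidence bounds, in either direction; inactive = both scores lie inside the 99.7% bounds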;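 note: scored against the spread of the other compound wells on the same plate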
S1P2 blocker – antagonists of human S1P2 receptor; cell-based S1P2 antagonist assay, inhibition at 5 uM; 0.21% of 97,000 active; AID 736; inhibition, % at 5 µM; O95136; in the data active = inhibition above about 45%;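 note: CRE beta-lactamase reporter cells expressing human S1P2 stimulated with S1P; 0% = agonist at EC80 alone and 100% = agonist plus reference antagonist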
Target sequence (O95136 whole entry, looked up): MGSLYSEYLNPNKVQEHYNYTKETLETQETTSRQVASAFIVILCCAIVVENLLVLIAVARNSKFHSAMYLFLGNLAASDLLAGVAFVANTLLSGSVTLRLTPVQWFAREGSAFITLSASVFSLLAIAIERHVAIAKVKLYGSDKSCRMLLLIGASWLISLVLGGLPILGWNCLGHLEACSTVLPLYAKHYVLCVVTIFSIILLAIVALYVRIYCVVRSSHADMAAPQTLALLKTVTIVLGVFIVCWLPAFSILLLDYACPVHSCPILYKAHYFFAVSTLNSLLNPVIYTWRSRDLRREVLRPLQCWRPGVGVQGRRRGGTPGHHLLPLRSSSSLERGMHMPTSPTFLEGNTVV
PostGolgi yeast – growth inhibition of a yeast mutant, post-Golgi transport screen; 0.9% of 98,000 active; post-Golgi transport phenotypic cell assay; inhibition, % at 10 µM;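 note: yeast cells grown in 1536-well plates; yeast grown about 18 h at 30C before absorbance read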
sEH inhibitor – blocks human soluble epoxide hydrolase activity; inhibition, % at 2 µM; recombinant human sEH enzymatic activity assay; AID 707; 0.34% of 91,000 active; P34913; in the data active = inhibition above about 80%; note: values of inactives mirror those of a sister screen read the other way; many of its hits are not listed in these tables
CYP2C19 act – increases human CYP2C19 enzyme activity; AID 1025; activation factor at 5 µM; recombinant CYP2C19, luciferin-H EGE luminescence; active compounds read high; 0 = fully inhibited enzyme, 1 = untreated enzyme; 96,000 tested, under 10 active; P33261;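 active = activation factor of at least 2 at 5 µM in the primary screen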;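 note: 0 = wells with 2.5 mM tranylcypromine and 1 = vehicle-only wells; values of inactives mirror those of a sister screen read the other way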
S1P2 ag – activates the human S1P2 receptor. O95136. 0.46% of 97,000 active. AID 729. activation, % at 4.5 µM. S1P2-expressing cell line, agonist reporter read-out; in the data active = activation above about 16%;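 note: 0% = vehicle low control and 100% = maximal reference agonist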
sEH act – activators of human soluble epoxide hydrolase. P34913. purified human sEH enzymatic activity, activator screen. activation, % at 2 µM. 0.04% of 91,000 active; in the data active = activation above about 37%; note: values of inactives mirror those of a sister screen read the other way
The depositor's hits bear a star; . = not tested or not shown. Cut-off read from the data, not from the text of the source, unless noted: active = inhibition above about 30%; inactive = the rest.

SMILES | PostGolgi ctrl | CYP2C19 inhib | hDAT+cocaine | S1P2 blocker | PostGolgi yeast | sEH inhibitor | CYP2C19 act | S1P2 ag | sEH act
OC12CCCCC1C(c1ccc3c(c1)OCO3)N(Cc1ccccc1F)CC2 (centres undefined) | 10 | 98* | . | 13 | 2 | 7 | 0 | 0 | -7
Brc1ccc(Nc2nc3ccccc3n3nnnc23)cc1 | 3 | 4 | . | -3 | -13 | -5 | 1 | -5 | 7
CC1CCc2sc3ncnc(N4CCOCC4)c3c2C1 (centres undefined) | 9 | 96* | -0.89 | -2 | 26 | 11 | 0 | -2 | -8
O=C(NCCCN1CCCC1=O)c1ccccc1NS(=O)(=O)c1ccc(Br)cc1 | 1 | 35 | -0.53 | -12 | 9 | 63 | 0.7 | -6 | -64
COC(=O)c1sc(NC(=O)CSc2nncs2)c(C(=O)OC)c1C | 10 | 28 | 0.14 | 9 | -6 | -10 | 0.7 | -2 | 8
O=C1C=C(Nc2ccc(O)cc2)CC(c2ccco2)C1 (centres undefined) | . | . | -0.2 | -37 | . | -5 | . | -3 | 6
O=C(NCc1cccnc1)c1ccccc1Br | 7 | -3 | -0.96 | -5 | -6 | 4 | 1 | 1 | -4
COc1ccc(/C=N/n2c(C)nnc2C)c(OC)c1 | 6 | -18 | -0.078 | 3 | 13 | . | 1.2 | 0 | .
CCCCSc1nnc(CCCCCNC(=O)OC(C)(C)C)o1 | 7 | 64* | 0.17 | 5 | -2 | 8 | 0.4 | -7 | -5
CC1(C)CC(=O)C2=C(C1)Nc1nc(SCCN3CCOCC3)[nH]c(=O)c1C2c1cccs1 (centres undefined) | 15 | 15 | -0.39 | -20 | 17 | 3 | 0.8 | -2 | -4
Nc1nc(SCc2ccc3c(c2)OCO3)n[nH]1 | 0 | -13 | 0.49 | -8 | 1 | -2 | 1.1 | -4 | 8
CN(CCO)c1c2c(nc3cc(-c4cccc(F)c4)nn13)CCCC2 | 47* | 32 | 0.039 | -16 | -4 | -2 | 0.7 | 4 | 2
O=C(c1cccc(-n2cnnn2)c1)N1CCOCC1 | 3 | -13 | -0.54 | -4 | 22 | -4 | 1.1 | -5 | 7
COc1cc(C2C(C#N)=C(N)Oc3n[nH]c(-c4ccncc4)c32)cc(OC)c1OC (centres undefined) | -1 | 18 | 0.71 | 1 | -3 | . | 0.8 | -3 | .
O=C(COC(=O)c1cccs1)c1ccc2ccccc2c1 | . | . | -0.65 | -3 | . | -6 | . | -2 | 6
COC(=O)c1c(-c2ccccc2)csc1N | 8 | 17 | 0.051 | 1 | 3 | 6 | 0.8 | -2 | -8
COc1ccccc1N1CCN(C(=O)c2cccc(N3C(=O)NC4CC3(C)Oc3ccccc34)c2)CC1 (centres undefined) | 6 | 4 | 2.1 | 9 | -4 | -6 | 1 | -5 | 9
N#Cc1nc(COc2ccc(Cl)cc2Cl)oc1N1CCOCC1 | 24 | 70* | -0.54 | -14 | -2 | 7 | 0.3 | -4 | -8
S=C(Nc1ccccc1)Nc1ccc(OCc2ccc(Cl)cc2Cl)cc1 | -10 | 49 | 0.18 | 6 | -1 | 6 | 0.5 | -11 | -5
Cc1cccc(C)c1NC(=O)CSc1nc2ccccc2c(=O)[nH]1 | 0 | 26 | 0.6 | -2 | 0 | 10 | 0.7 | -3 | -9
Cc1c2cnn(CC(=O)O)c(=O)c2c(C)n1Cc1ccccc1 | 2 | 3 | -0.05 | -4 | -4 | -13 | 1 | -3 | 10
Cc1cc(=O)n(-c2ccc3ccccc3n2)[nH]1 | -7 | 0 | -0.31 | 3 | -3 | 3 | 1 | -4 | -4
COc1ccc(Cc2nnc(SCC(=O)N3CCN(c4ccccc4)CC3)o2)cc1 | 36* | -3 | 0.072 | -1 | 4 | 2 | 1 | -1 | 1
O=C(CSc1nnc(-c2ccncc2)n1-c1ccc(Cl)cc1)NCc1cccs1 | 2 | 96* | 0.36 | -2 | -8 | 4 | 0 | -7 | -4
C=C(C)COc1ccc(-c2[nH]ncc2Oc2ccccc2OCC)c(O)c1 | 19 | 96* | 0.79 | 4 | 49* | -5 | 0 | -5 | 6
Cc1noc(C)c1S(=O)(=O)N1CCC(C(=O)N2CCC(N3CCCCC3)CC2)CC1 | 5 | 18 | . | . | 27 | 7 | 0.8 | . | -3
O=C(C1COc2ccccc2O1)N1CCc2ccccc2C1 (centres undefined) | . | . | 0.15 | 5 | . | 8 | . | -5 | -5
Cc1nc(NC(=O)CSc2nnc(C)n2CC2CCCO2)sc1C (centres undefined) | 7 | -15 | 0.067 | -12 | -1 | 6 | 1.2 | -1 | -6
O=C(NCc1ccccc1)C(c1ccccc1)N(Cc1ccc2c(c1)OCO2)C(=O)Cc1cccs1 (centres undefined) | . | . | -0.013 | 3 | . | -3 | . | -6 | 9
C(=N\n1cnnc1)/c1cccc(OCCOc2ccccc2)c1 | 6 | 80* | 0.043 | -10 | 6 | 8 | 0.2 | -6 | -6
Cc1cccc(C(=O)Nc2cccc(-c3cnc4ccccc4n3)c2)c1 | -2 | -6 | 1.4 | -13 | -5 | 10 | 1.1 | -5 | -10
COC(=O)[C@@H](NC(=O)Nc1ccc(OC(F)(F)F)cc1)C(C)C | -1 | 31 | -0.0011 | 12 | -6 | 73 | 0.7 | -7 | -73
CC(=O)Nc1ccc(NC(=O)CN(c2ccc(C34CC5CC(CC(C5)C3)C4)cc2)S(C)(=O)=O)cc1 | 11 | -2 | -0.32 | 12 | -1 | -1 | 1 | -1 | 3
COc1ccc2c(c1)c(C(=O)CN1CCC3(CC1)OCCO3)c(C)n2C | 4 | 41 | 0.61 | -3 | -10 | . | 0.6 | -10 | .
O=C(NCc1nc2ccccc2[nH]1)c1cccc(S(=O)(=O)N2CCCC2)c1 | 1 | 4 | . | 8 | -13 | 11 | 1 | 0 | -13
Cc1ccc(-c2oc3ccccc3c(=O)c2O)cc1 | -6 | -12 | -0.65 | . | 4 | . | 1.1 | . | .
O=C(NCCN1CCOCC1)c1ccc2c(c1)ncn2C1CCCCC1 | 10 | -3 | 0.46 | -2 | -2 | -12 | 1 | -2 | 14
COc1ccccc1C1C=C(c2ccccc2)Nc2nnnn21 (centres undefined) | . | . | -0.37 | -25 | . | 2 | . | 0 | 1
Cc1cc(C2N=C(N)Nc3nc4ccccc4n32)c(C)n1-c1ccccc1Cl (centres undefined) | 13 | 69* | -0.23 | . | 9 | . | 0.3 | . | .
CCC(C)c1ccc(O)c(/C=N/O)c1 (centres undefined) | 2 | -22 | 1.5 | 4 | 22 | 7 | 1.2 | -2 | -4
O=C(NCc1ccc2c(c1)OCO2)c1cc(-c2ccccc2)on1 | 5 | 4 | -0.7 | -6 | -4 | 10 | 1 | 0 | -10
CC(=O)c1ccc(OC(C)C)c(CC(C(N)=O)C(N)=O)c1 | 23 | -4 | -0.0042 | -3 | -1 | -3 | 1 | -2 | 5
Cc1onc(-c2ccccc2)c1C(=O)Nc1nnc(N(C)Cc2ccccc2)s1 | 16 | 22 | -0.13 | -12 | 4 | -4 | 0.8 | -6 | 3
Cc1c(C(=O)Nc2ccncc2)sc2nc(-c3ccc(F)cc3)cn12 | -7 | 45 | -1.3 | . | -2 | . | 0.6 | . | .
COCCn1c(=S)[nH]c2cc(C(=O)N3CCN(Cc4ccc5c(c4)OCO5)CC3)ccc2c1=O | 10 | 38 | 0.17 | 13 | -7 | -6 | 0.6 | -6 | 7
Cc1sc2ncnc(OCC(=O)NCc3cccs3)c2c1C | 3 | . | 0.25 | 13 | 9 | 15 | . | -4 | -12
O=C(c1ccc2c(c1)c(=O)oc1ccccc12)N1CCCCC1 | . | . | . | -18 | . | 6 | . | -1 | -6
Cc1cc2c(cc(C(=O)NCc3cccnc3)n2Cc2ccc(Cl)cc2)o1 | 23 | 91* | 0.0041 | . | 1 | . | 0.1 | . | .
COc1ccc(CCC(=O)NCc2ccco2)cc1 | 14 | 10 | 0.32 | -5 | -1 | -3 | 0.9 | -4 | 4
O=C(Cn1cc([N+](=O)[O-])cn1)Nc1ccn(Cc2c(F)c(F)cc(F)c2F)n1 | -2 | 5 | -0.35 | 5 | -13 | -6 | 1 | -2 | 8
CC(C)OP(C)(=O)CN1CCN(CP(C)(=O)OC(C)C)CC1 (centres undefined) | 9 | -1 | -1.1 | 16 | -3 | -15 | 1 | -9 | 12
CC(=O)Nc1ccc(S(=O)(=O)N2CCc3ccccc3C2)cc1 | 4 | 65* | -8.8* | 0 | 4 | 3 | 0.3 | -7 | -3
COC1(c2ccccc2)NC(=S)NN=C1c1ccccc1 (centres undefined) | 1 | 48 | 0.26 | -7 | 0 | 8 | 0.5 | -3 | -8
CCOc1ccccc1C(=O)N(C)Cc1cc2ccccc2[nH]c1=O | -3 | 44 | -0.042 | -8 | 7 | 10 | 0.6 | -6 | -11
C=CCC(Nc1ccco1)c1ccccc1 (centres undefined) | 9 | -10 | 0.47 | -2 | -4 | 4 | 1.1 | -4 | -6
CCn1cnc2c1c(=O)n(Cc1csc(-c3ccccc3)n1)c(=O)n2Cc1ccccc1 | 48* | 86* | 0.075 | -23 | -2 | 16 | 0.1 | -7 | -13
CCCCCC(=O)Nc1nc(C)c(-c2csc(Nc3ccccc3OC)n2)s1 | 4 | 8 | 1.1 | 27 | 3 | 40 | 0.9 | -6 | -40
Clc1ccc(-c2cc(CSc3cccc(Cl)c3)on2)cc1 | 4 | 75* | -0.02 | 9 | 23 | . | 0.2 | -7 | .
Cc1cccc(NC(=O)CSc2nnc([C@@H](N)Cc3ccccc3)o2)c1C | 7 | 70* | -0.7 | 11 | -10 | 7 | 0.3 | -2 | -6
Cc1ccc(-c2nnn(Cc3nc(N)nc(N4CCOCC4)n3)n2)cc1 | 9 | 24 | -0.02 | . | 3 | . | 0.8 | . | .

An excerpt from above in order of the S1P2 ag value, high to low.
structure	PostGolgi ctrl	CYP2C19 inhib	hDAT+cocaine	S1P2 blocker	sEH inhibitor	CYP2C19 act	S1P2 ag	sEH act
O=C(Cn1cc([N+](=O)[O-])cn1)Nc1ccn(Cc2c(F)c(F)cc(F)c2F)n1	-2	5	-0.35	5	-6	1	-2	8
COC1(c2ccccc2)NC(=S)NN=C1c1ccccc1 (centres undefined)	1	48	0.26	-7	8	0.5	-3	-8
CC(=O)Nc1ccc(S(=O)(=O)N2CCc3ccccc3C2)cc1	4	65*	-8.8*	0	3	0.3	-7	-3

Additional records follow.
SMILES | PostGolgi ctrl | CYP2C19 inhib | hDAT+cocaine | S1P2 blocker | PostGolgi yeast | sEH inhibitor | CYP2C19 act | S1P2 ag | sEH act
c1coc(Cn2c(-c3ccco3)nc3ccccc32)c1 | 7 | 4 | 0.034 | 1 | -12 | -3 | 1 | -2 | 3
Cc1occc1-c1nnc(SCC(=O)NC(=O)NC(C)C)n1N | -4 | 1 | 2 | 10 | -3 | . | 1 | -5 | .
CSc1nc2ccc(S(=O)(=O)N3CCOCC3)cc2s1 | 3 | 100* | 0.85 | -16 | -9 | -14 | 0 | 1 | 18
CCNc1nc(NC(C)(C)C)nc(SC(C(C)=O)C(C)=O)n1 | 9 | 11 | 0.66 | . | 2 | . | 0.9 | . | .
CCOC(=O)c1c(C)[nH]c(C(=O)COC(=O)C2CC2C)c1C (centres undefined) | 8 | 73* | 0.063 | 6 | 0 | . | 0.3 | -3 | .
O=C1OC(c2ccccc2)=C/C1=C\N1CCOCC1 | 27 | 9 | 1.5 | 16 | 3 | -3 | 0.9 | -4 | 1
CCN(CC)S(=O)(=O)c1ccc(NC(=O)C(C)N(c2ccccc2)S(C)(=O)=O)cc1 (centres undefined) | . | . | 2.5* | 7 | . | 0 | . | -6 | 1

Single records (already shown). Order of values: PostGolgi ctrl	CYP2C19 inhib	hDAT+cocaine	S1P2 blocker	PostGolgi yeast	sEH inhibitor	CYP2C19 act	S1P2 ag	sEH act
`O=C(NCCCN1CCCC1=O)c1ccccc1NS(=O)(=O)c1ccc(Br)cc1` across the screens: 1	35	-0.53	-12	9	63	0.7	-6	-64
`OC12CCCCC1C(c1ccc3c(c1)OCO3)N(Cc1ccccc1F)CC2` (centres undefined) across the screens: 10	98*	.	13	2	7	0	0	-7
`C=C(C)COc1ccc(-c2[nH]ncc2Oc2ccccc2OCC)c(O)c1` across the screens: 19	96*	0.79	4	49*	-5	0	-5	6
`Cc1cccc(NC(=O)CSc2nnc([C@@H](N)Cc3ccccc3)o2)c1C` across the screens: 7	70*	-0.7	11	-10	7	0.3	-2	-6

Compound activity from PubChem.
